# High-throughput results (PubChem BioAssay)
# DTT redox prof: compounds producing H2O2 with reducing agent – biochemical, NIH compound library profiling, artefact control for MLSCN library redox annotation, primary screen | DTT-dependent redox cycling H2O2, phenol red/HRP absorbance; 100% = 100 µM peroxide control, 0% = buffer | activation, % at 10 µM | actives 0.03% (n = 200,000);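 active = activation of at least 50% relative to the plate's high and low controls in the primary single-dose screen; inactive = activation below 50%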;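 also: compound incubated with DTT at 0.8 mM final as the reducing agent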
# ROMK mod: ROMK potassium channel modulators, primary screen, cell-based, thallium flux, MLSMR library; ATP-sensitive inward rectifier potassium channel 1 (Homo sapiens), P48048; Tet-inducible ROMK, thallium flux fluorescence; actives lie on both sides; B-score at 10 µM; actives 2% (n = 130,000);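 active = signal ratio slope over the read window, or its plate-corrected B-score, at least 3 SD from the plate mean, either direction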;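 also: B-score of the F/F0 ratio slope over 7 to 12 s after thallium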
# S1P3 antagonist: S1P3 receptor antagonists, primary screen, cell-based; AID 485, 2006; CHO S1P3 NFAT-BLA reporter, FRET fluorescence, antagonist mode; inhibition, % at 4.98 µM; actives 0.27% (n = 170,000); Sphingosine 1-phosphate receptor 3 (Homo sapiens), Q99500;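 active = inhibition above the plate cutoff, the mean inhibition of test wells on that plate plus 3 SD, cut at about 28% in these data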;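 also: cells challenged with S1P at its EC80 of 0.8 µM; blue over green emission ratio from cleaved BLA substrate after 4 h stimulation; 0% = S1P-stimulated wells and 100% = unstimulated DMSO-only wells; some compounds past the cut are filed as inactive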
# Target sequence (Q99500 whole entry, looked up): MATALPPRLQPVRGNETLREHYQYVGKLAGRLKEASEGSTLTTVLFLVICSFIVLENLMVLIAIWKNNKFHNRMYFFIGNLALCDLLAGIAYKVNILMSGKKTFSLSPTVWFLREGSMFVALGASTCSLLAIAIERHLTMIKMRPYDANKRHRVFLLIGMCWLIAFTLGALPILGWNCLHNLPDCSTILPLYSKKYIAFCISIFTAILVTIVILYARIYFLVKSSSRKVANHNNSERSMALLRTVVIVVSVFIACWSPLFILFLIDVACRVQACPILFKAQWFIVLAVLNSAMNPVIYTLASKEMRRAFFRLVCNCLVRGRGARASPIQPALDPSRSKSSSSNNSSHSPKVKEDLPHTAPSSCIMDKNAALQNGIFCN
# L major viab: Leishmania major promastigote growth inhibition, primary screen. Leishmania major promastigotes, resazurin fluorescence viability. inhibition, % at 10 µM. actives 9% (n = 200,000); in the data active = inhibition above about 50%;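 also: promastigotes grown with compound for 44 hours at 28 °C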
# RAM inhibit: inhibitors of the yeast RAM network, primary screen, dse1pr::URA3 reporter, 5-FOA selection; S. cerevisiae dse1pr::URA3 reporter, 5-FOA growth OD615, 2 d; analog-sensitive cbk1-as2 kinase mutant strain; inhibition, % at 50 µM; actives 1.8% (n = 190,000); AID 868, 2007;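 active = inhibition above a set limit, 3 SD over mean compound inhibition, cut at about 8.4% in these data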;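 also: 0% = DMSO-only wells with no growth and 100% = 10 µM 1-NA-PP1 full growth; inhibition rescues growth on 5-FOA so higher OD means more RAM inhibition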
# PPARg SRC-3 ag: PPARgamma agonists recruiting SRC-3 coactivator, primary screen, biochemical; biochemical PPARgamma/SRC-3 coactivator recruitment assay; activation, % at 8 µM; actives 0.26% (n = 200,000); AID 731, 2007; in the data active = activation above about 23%;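 also: 0% = DMSO and 100% = reference agonist; some compounds past the cut are filed as inactive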
# Target sequence (P37231 whole entry, looked up): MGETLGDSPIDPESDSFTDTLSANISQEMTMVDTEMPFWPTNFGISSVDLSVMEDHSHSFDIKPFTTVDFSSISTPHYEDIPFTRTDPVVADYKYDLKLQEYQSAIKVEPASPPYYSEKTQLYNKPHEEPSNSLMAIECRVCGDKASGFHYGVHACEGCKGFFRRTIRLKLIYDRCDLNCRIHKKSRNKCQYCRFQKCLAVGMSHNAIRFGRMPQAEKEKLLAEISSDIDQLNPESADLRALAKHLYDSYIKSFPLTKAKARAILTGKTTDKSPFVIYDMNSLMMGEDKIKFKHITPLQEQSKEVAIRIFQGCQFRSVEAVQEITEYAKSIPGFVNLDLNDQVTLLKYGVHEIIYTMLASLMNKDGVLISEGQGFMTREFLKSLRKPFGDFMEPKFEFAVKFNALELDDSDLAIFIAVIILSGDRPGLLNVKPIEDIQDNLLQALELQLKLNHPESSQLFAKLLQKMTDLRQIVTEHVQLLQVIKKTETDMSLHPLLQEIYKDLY
# TR-FRET SRC-2 ct: TR-FRET signal artefacts, primary screen, artefact control for PPARgamma SRC-2 agonist project, biochemical; actives 0.4% (n = 200,000); AID 1049, 2008; TR-FRET artefact counter-screen; active compounds read high; TR-FRET ratio at 8 µM; in the data active = TR-FRET ratio above about 2000; also: inactives centre near 1500
# PPARg SRC-2 ag: agonists of PPARg-SRC-2 recruitment, primary screen, biochemical, HTS; Peroxisome proliferator-activated receptor gamma (Homo sapiens), P37231; PPARgamma LBD-SRC-2 recruitment; activation, % at 8 µM; actives 0.34% (n = 200,000); AID 1032, 2008; in the data active = activation above about 22%;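 also: 0% = vehicle and 100% = reference agonist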
# PPARg SRC1 recr: PPARgamma agonists recruiting SRC-1 coactivator, primary screen, biochemical; activation, % at 8 µM; actives 0.41% (n = 200,000); PPARgamma-SRC-1 coactivator recruitment biochemical assay; Peroxisome proliferator-activated receptor gamma (Homo sapiens), P37231; in the data active = activation above about 19%;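 also: 0% = DMSO and 100% = reference agonist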
# bIAP inhibitor: bovine intestinal alkaline phosphatase inhibitors, primary screen, selectivity assay for TNAP inhibitor project, biochemical, bovine IAP, CDP-star luminescence. purified bovine IAP, 30 min. inhibition, % at 20 µM. alkaline phosphatase, intestinal [Bos taurus]. 190,000 tested, under 10 active;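 active = over 50% inhibition of intestinal alkaline phosphatase at 20 µM in the single-dose screen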
#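 Assay system: bovine IAP enzyme; medium: DEA buffer 100 mM, pH 9.8, with MgCl2 1.0 mM, ZnCl2 0.02 mM; doses: 20 µM single dose; incubation: enzyme reaction for 30 min at room temperature; detection: CDP-star luminescence signal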
# Efa HMGR inh: inhibitors of E. faecalis class II HMGR, primary screen, biochemical, Enterococcus faecalis; inhibition, % at 10 µM; purified E. faecalis HMGR, NADPH absorbance 340 nm kinetic; HMG-CoA reductase (Enterococcus faecalis, mvaE); actives 0.41% (n = 190,000);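 active = inhibition above a set limit, the median over all tested compounds plus 3 SD, cut at about 9.5% in these data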;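 also: enzyme runs in reverse so mevalonate oxidation gives rising NADPH absorbance; 0% = complete reaction with DMSO and 100% = background rate lacking mevalonate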
# Numbers without * were called inactive; . = not tested or not shown.
SMILES,DTT redox prof,ROMK mod,S1P3 antagonist,L major viab,RAM inhibit,PPARg SRC-3 ag,TR-FRET SRC-2 ct,PPARg SRC-2 ag,PPARg SRC1 recr,bIAP inhibitor,Efa HMGR inh
O=C1c2ccccc2S(=O)(=O)N1Cc1cc(=O)n2ccsc2n1,0.3,-0.0022,2,-5,0.3,4,1557,3,17,-2,0
CCC(=O)N1CCN(c2ccc(NC(=O)COc3ccccc3[N+](=O)[O-])cc2)CC1,0.3,.,-6,-5,4.5,4,1635,10,-1,-4,-7
O=C1CC(/C=C/c2ccccc2)(C(=O)NC2CCCC2)N1c1ccc(S(=O)(=O)N2CCCC2)cc1 (stereo not drawn),-0.2,-0.74,-4,39,1.9,0,1606,9,-5,11,-7
C(=N\n1cnnc1)/c1ccc2c(c1)OCCO2,-1.4,1.4,.,-9,-1.6,1,1604,0,-3,5,2
O=C(O)c1cc(Sc2ccc(Br)cc2)nc2ccccc12,-1.2,1.6,11,-5,11*,2,1828,0,9,8,-2
OCCOCCNc1ncnc2nc[nH]c12,-2.5,.,-5,-5,-0.1,-1,1365,-2,6,12,-6
CC(=O)c1cccc(NC(=O)CCS(=O)(=O)c2cccc3nonc23)c1,-2.9,.,.,-3,2.6,-1,1519,8,5,10,2
CN(Cc1ccncc1)C1CC(=O)N(c2ccc(Cl)cc2)C1=O (stereo not drawn),2.8,0.066,-15,-5,0.8,-15,1328,-9,4,0,-6
Cc1ccccc1-c1ccc(C(=O)NCc2ccccc2)o1,0.4,-0.66,-12,0,3.5,5,1500,6,7,-7,-5
Cc1cccc(-c2nc(CS(=O)CC(=O)NCC3CCCO3)c(C)o2)c1 (stereo not drawn),-0.3,.,-31,-6,3.5,0,1703,-1,-2,-4,1
Cc1cccc(NS(=O)(=O)c2ccc3c(c2)OCCO3)c1,0.1,-1.7,.,74*,1.6,8,1591,3,-3,-2,-3
O=C(CCn1c(=O)c2ccccc2n(CC(=O)NC2CCCC2)c1=O)NCCc1ccc(Cl)cc1,-1.9,.,.,-5,3.0,9,1525,8,1,-12,-2
O=C(c1ccc(C(=O)N2CCCc3ccccc32)s1)N1CCCc2ccccc21,0.9,.,.,8,0.1,6,1398,1,-2,0,2
C=CCNC(=S)N1CCN(c2cccc(C(F)(F)F)c2)CC1,-0.8,-1.1,13,6,-0.4,6,1775,13,-6,-10,-4
O=C1c2[nH]nc(-c3ccccc3O)c2C(c2ccc(F)cc2)N1CC1CCCO1 (stereo not drawn),-3.1,-1.3,7,44,5.8,-2,1486,1,10,-33,-6
NC(=O)c1ccccc1NC(=O)/C=C/C(=O)O,-0.6,2.2,.,1,1.1,-8,1495,6,2,2,-2
O=C(Cc1ccc(S(=O)(=O)N2CCCCC2)s1)Nc1cccc2ccccc12,-0.3,0.074,10,-7,1.3,2,1477,3,-2,31,-3
COc1ccccc1-c1csc(Cc2nnc3n2CCCCC3)n1,-4.8,.,.,0,0.4,3,1493,10,14,-4,-2
O=C(Nc1c(Cl)cccc1Cl)c1cc(=O)n(Cc2ccccc2)c(=O)[nH]1,-3.1,.,.,-6,5.9,8,1521,12,-4,9,3
Cc1cccc2c(=O)c(C(=O)NCc3cccs3)c[nH]c12,0.0,.,.,3,.,5,1369,-6,-2,.,.
OCCCNCc1cccc2ccccc12,2.4,.,-27,-6,0.7,3,1464,-3,6,3,-4
O=S(=O)(NCC1CCCO1)c1ccc(S(=O)(=O)N(Cc2ccccc2F)C2CCCCC2)cc1 (stereo not drawn),0.3,.,.,36,.,6,1625,-3,-4,.,.
CCOC(=O)c1sc(C)c2c(=O)n(CCCN3CCOCC3)cnc12,-2.2,.,-5,-2,0.4,2,1508,3,2,0,-3
NC(=O)CSc1nnc(SCc2ccc(F)cc2)s1,-0.4,0.063,-19,-2,1.8,5,1685,1,2,4,0
Cc1cc(NC(=O)COC(=O)c2oc3c(ccc4ccccc43)c2C)no1,-0.6,-0.15,-5,-6,0.0,2,1444,8,2,-7,1
CC(=O)N1CCN(CC(=O)Nc2ccc3c(c2)CCC3)CC1,-0.3,0.57,-1,-4,-1.1,-4,1312,-5,-4,10,-4
CCn1c(SCC(=O)c2ccc(OC)cc2)nnc1C1CC1,1.4,.,.,0,1.4,-16,1504,-3,-5,8,1
Cc1cc2ccccc2n1CCC(=O)O,0.0,0.92,6,-8,-0.5,3,1788,-2,6,1,-6
CCn1c(CSc2nc(C)cc(C)n2)nnc1SCC(=O)N1CCCc2ccccc21,3.5,-0.0032,-9,-7,0.2,2,1604,-1,-4,1,4
Cc1nnc(SCC(=O)Nc2cc(C(C)(C)C)nn2-c2ccccc2)s1,-0.1,.,6,49,2.7,-1,1426,-10,-6,5,-8
Cn1c(=O)c2c(nc(-c3ccccc3)n2C)n(Cc2ccccc2)c1=O,0.3,-0.25,-4,42,2.6,1,1447,-3,5,-2,-2
COc1ccc(NC(=O)CCNC(=O)Cn2ccc3ccccc3c2=O)c(OC)c1,2.8,.,.,2,0.7,7,1587,7,10,11,-3
Cc1ccc(S(=O)(=O)N(CCCO)Cc2cc3c(C)ccc(C)c3[nH]c2=O)cc1,0.0,-2.6,.,4,1.8,0,1284,3,-5,7,-2
O=C(Nc1ccccc1-c1ccccc1)C(c1ccccc1)c1ccccc1,-0.2,0.28,-14,27,2.1,5,1697,-4,-7,19,-7
c1ccc(-c2cc(CSc3nc4ccccc4[nH]3)on2)cc1,0.0,.,3,2,7.0,4,1786,14,3,2,-7
COc1cc(/C=N/NC(=O)c2ccc(CN(C)S(=O)(=O)c3ccc(C)cc3)cc2)ccc1O,-1.2,-0.011,-1,-6,2.5,4,1668,4,7,-13,-9
COc1cccc(-c2nn(C)c3sc(C(=O)N4CCOCC4)cc23)c1,-0.8,.,-4,5,0.5,1,1422,-2,1,-3,-4
Cc1ccccc1N1CCN(CCCCN2C(=O)C3CCCN3C2=O)CC1 (stereo not drawn),0.1,0.77,-12,-5,1.6,4,1575,-1,1,-29,1
O=C1CCCC(=O)C1Sc1ccc(Cl)cc1,-2.1,-0.15,-5,-15,2.6,0,1515,9,6,-25,4
CCn1cc(C(=O)N2CC=C(c3ccccc3)CC2)c(=O)c2ccc(C)nc21,-0.1,.,0,-2,1.9,5,1696,-1,-5,0,1
O=C(COc1nncc2ccccc12)Nc1c(F)c(F)c(F)c(F)c1F,-0.3,0.019,20,-4,0.9,-3,1633,-2,1,-16,-2
Cc1ccc(C(=O)N/C(=C\c2ccco2)C(=O)NCCCn2ccnc2)cc1,-0.4,1,4,22,0.4,0,1632,9,9,5,-4
O=[N+]([O-])c1ccccc1CSc1nc2ccccc2o1,-0.2,-0.3,-14,-7,1.5,-1,1576,0,-1,-18,-1
CCC(C)c1ccc(NC(=O)COC(=O)C2=COCCO2)cc1 (stereo not drawn),0.1,-0.063,.,1,-0.1,-7,1374,5,-3,11,0
CC(C)(C)NC(=O)CSc1nnc(SCC(=O)NC(C)(C)C)s1,-0.9,0.97,-7,-4,-0.8,-2,1710,9,-2,-9,-1
Cc1ccc(-c2nnc(OCc3cccnc3)c3ccccc23)cc1,-0.2,-1.7,-2,20,3.2,5,1613,15,1,4,3
COc1ccc(Cl)cc1N1C(=N)SCC1=O,-1.1,-0.049,12,15,-0.1,1,1414,-10,-14,-8,-9
COc1ccc(CNC(=O)Nc2ccc(C)c(C)c2)cc1,-1.3,.,1,-4,2.0,4,1410,4,16,-7,-4
O=C(CCS(=O)(=O)c1ccc(Br)s1)Nc1ccccc1Br,-0.8,0.018,-13,-4,2.2,4,1467,-1,0,-9,0
Nc1nc2n(n1)C(c1cccs1)CC(c1ccc(Br)cc1)N2 (stereo not drawn),-0.6,1.3,.,-2,3.5,4,1510,-2,1,11,-1
# The list goes on:
SMILES,DTT redox prof,ROMK mod,S1P3 antagonist,L major viab,RAM inhibit,PPARg SRC-3 ag,TR-FRET SRC-2 ct,PPARg SRC-2 ag,PPARg SRC1 recr,bIAP inhibitor,Efa HMGR inh
O=C(CSc1nc2nc(-c3cccs3)cc(C(F)(F)F)c2c(=O)[nH]1)Nc1ccc(F)c(F)c1,-0.5,0.4,-12,-6,4.5,2,1477,-3,-7,0,-1
O=C(CSc1ncn[nH]1)NCCc1ccccc1,0.0,0.23,.,-2,0.8,4,1517,0,0,1,-7
O=C(CNS(=O)(=O)c1ccccc1)OCC(=O)c1ccc([N+](=O)[O-])cc1,-0.7,-0.22,-10,-11,3.1,0,1536,4,8,-5,1
CCn1nc(C(=O)Nc2cccc3ccccc23)c(Cl)c1Cl,-5.5,-0.77,.,2,4.7,14,1716,8,3,26,.
O=c1cc(-c2ccccc2)nc2nc(-c3ccco3)[nH]n12,-0.6,.,-24,-6,-0.6,3,1528,10,-1,9,-1
O=C(c1ccccc1)N1CCCCC(Sc2nnnn2-c2ccccc2)C1=O (stereo not drawn),0.3,.,7,6,7.8,-3,1513,-5,-4,17,-3
CCC(C)n1c(=N)c(C#N)cc2c(=O)n3cccc(C)c3nc21 (stereo not drawn),0.2,.,-6,20,2.8,0,1671,0,0,-21,-8
CCOC(=O)CNC(=O)CSc1nc(C)cc(C)c1C#N,-0.3,.,-9,-1,1.6,10,1623,12,5,11,3
Cc1cc(C(=O)OC(C(=O)Nc2ccc(C)c(Cl)c2)c2ccccc2)c(C)o1 (stereo not drawn),0.9,0.028,53*,13,4.9,-1,1615,-2,1,17,3
CN(C)C(=O)c1ccc(COc2ccccc2Br)o1,-0.2,-0.89,8,-2,-0.4,-10,1602,9,1,0,-6
OCCN(CCO)c1ccc2ccccc2c1,-0.1,-0.37,-17,6,1.9,8,1714,6,1,0,0
CC1=C(C)CC(C(=O)N2CCN(Cc3ccc4c(c3)OCO4)CC2)C(C(=O)O)C1 (stereo not drawn),-0.3,0.59,-9,-4,1.6,-2,1602,4,2,-14,-4
Cc1cc(NC(=O)CCC(=O)N(C2CC2)C2(C(=O)NC3CCCC3)CCC(C)CC2)no1 (stereo not drawn),1.5,.,.,4,-0.5,-1,1365,-3,2,1,-4
CCOC(=O)N1CCN(C(=O)c2ccc3c(=O)n(CCC4=CCCCC4)c(=O)[nH]c3c2)CC1,1.5,-0.064,-3,12,0.0,16,1571,-3,4,0,-7
